Source: PubChem
human PMI inhibitors – MPI inhibition at elevated mannose 6-phosphate – biochemical, fluorescence intensity, high mannose 6-phosphate, primary screen (AID 1220); recombinant PMI enzyme, coupled fluorescence intensity; higher % means a stronger effect; 190,000 tested, 0.66% active; inhibition, % at 20 µM; hits with a dose series show IC50 in µM
UTI89 phage lysis – inhibition of K1F phage lysis, E. coli UTI89, bacterial capsule biogenesis inhibitors, alamar blue (AID 488966); E. coli UTI89 K1F phage lysis, alamar blue, 2 h; higher % means a stronger effect; inhibition, % at 100 µM, or IC50 in µM where a hit was titrated; 340,000 tested, 0.02% active;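 active = phage lysis inhibition, versus mean bacterial control, above a set limit; inconclusive = no clear call, values can overlap the other calls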;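 note: capsule biogenesis inhibitors block K1F phage lysis so surviving cells raise fluorescence; higher fluorescence means more inhibition of phage lysis; actives were called in the ten point dose series up to 300 µM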
West Nile antiviral – West Nile virus antiviral activity, cell-based, CPE readout (AID 1621); one-dose CPE inhibition, % at 10 µM; IC50 in µM for titrated hits; West Nile virus-infected cells, CPE inhibition; higher % means a stronger effect; 290,000 tested, 0.02% active; in the data active = a potency from the dose series; inconclusive = CPE inhibition mostly from about 3.7% at the one dose, without a potency; inactive = the rest, 99 in 100 with CPE inhibition below about 2.2%; note: strong numbers were not always called active
PMI inhibitors – inhibitors of human PMI, primary screen, biochemical, fluorescence intensity, coupled assay (AID 1209); inhibition, % at 20 µM, or IC50 in µM where a hit was titrated; purified PMI enzyme, coupled fluorescence intensity; higher % means a stronger effect; 190,000 tested, 0.42% active;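 note: plate controls were DMSO vehicle for no effect and wells lacking substrate for full effect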
P. falciparum M17LAP – P. falciparum M17LAP inhibitors, primary screen, biochemical, fluorogenic H-Leu-NHMec substrate, 1536-well (AID 1619); recombinant M17LAP, H-Leu-NHMec fluorogenic kinetic assay; higher % means a stronger effect; inhibition, % at 30 µM, or IC50 in µM where a hit was titrated; 220,000 tested, 0.38% active;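 active = compound inhibiting the enzyme by more than half at any dose during confirmatory dose-response retesting; inconclusive = strong single-dose inhibitors picked by rank but not retested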;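 note: plate controls were full reaction with DMSO carrier for no effect and no enzyme background for full effect; strong numbers were not always called active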
T cell modulator – modulates CD8 T cell binding to vesicles. 2C CD8+ T cell-vesicle binding, flow cytometry; active compounds read low. calls only at 7 µM. 330,000 tested, 0.068% active. AID 2052;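 active = response, share of CD8 T cells binding vesicles, and their 90th percentile fluorescence all below set limits, cut at about 80% in these data, passing the limit was not always enough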
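incubation = binding step 1.5 h, 37 °C, antibody labelling 20 min, ice | test system = 2C mouse CD8+ T cells | read-out basis = percent CD8+ FL2 mean versus row control | controls = Peptide-free naked vesicles (low) and QL9 vesicles with 0.7% DMSO vehicle (high) | detection = flow cytometry of vesicle-bound cells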
M1AAP inhibition – P. falciparum M1AAP inhibitors, biochemical, fluorogenic H-Leu-NHMec substrate, 1536-well (AID 1445) | recombinant M1AAP, H-Leu-NHMec fluorogenic kinetic assay; higher % means a stronger effect | inhibition, % at 30 µM, or IC50 in µM where a hit was titrated | 220,000 tested, 0.42% active;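 active = primary inhibition above the hit cutoff, then over 50% inhibition at one or more dose response concentrations, cut at about 23% in these data, passing the limit was not always enough; inconclusive = conflicting primary data, or primary hits not chosen for dose response; inactive = low primary inhibition, or under 50% at every dose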;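 note: plate controls were DMSO full reaction for no effect and no enzyme background for full effect; strong numbers were not always called active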
RSV antiviral HEp-2 – RSV antiviral activity via CPE protection, HEp-2 cells, primary 10 µM value included (AID 2391) | CPE inhibition, % at 10 µM; hits with a dose series show IC50 in µM | HEp-2 cells, RSV-induced CPE inhibition; higher % means a stronger effect | 310,000 tested, 0.13% active; in the data active = a potency from the dose series; inconclusive = CPE inhibition mostly from about 23% at the one dose, without a potency; inactive = the rest, 99 in 100 with CPE inhibition below about 21%; note: strong numbers were not always called active
TNAP activation fold – stimulation of alkaline phosphatase TNAP activity – biochemical, luminescent, no phosphate acceptor, uHTS, primary screen (AID 1001). one-dose activation fold at 20 µM; EC50 in µM for titrated hits. purified TNAP, luminescent activation assay, no phosphate acceptor; higher activation fold means a stronger effect. 200,000 tested, 0.03% active; in the data active = activation fold from about 3, or a potency from the dose series; inactive = the rest, 99 in 100 with activation fold below about 1.6; note: many of its hits are not listed in these tables
T cell modulator vesicle-bound % – recorded beside T cell modulator, whose call it bears; double positive events, %; measured here: CD8+ vesicle-bound cell fraction;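 binding gate set so that unloaded-vesicle control wells show 10% double positive cells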
An asterisk follows results filed as active; i = inactive; ? = inconclusive; · = not tested or not shown; [ ] = dose if it differs, or a comment. Cut-off read from the data, not from the text of the source, unless noted: active = inhibition above about 50%; inactive = the rest. Rows were taken by chance; 1.5% or so of the library scored in one or more.

SMILES	human PMI inhibitors	UTI89 phage lysis	West Nile antiviral	PMI inhibitors	P. falciparum M17LAP	T cell modulator	T cell modulator vesicle-bound %	M1AAP inhibition	RSV antiviral HEp-2	TNAP activation fold
Cc1ccc2nc(C)cc(N/N=C/c3ccc(F)cc3)c2c1	9%	0.5%	0.2%	12%	0%	i	25	3%	2.1%	1
Cc1nn(-c2ccccc2)c(Cl)c1C(=O)Nc1c(C)n(C)n(-c2ccccc2)c1=O	2%	3.4%	0.1%	8%	-21%	i	33	13%	-0.8%	1.1
CC(C)(CSc1ncccn1)NS(=O)(=O)c1ccccc1	2%	0.9%	-0.6%	0%	2%	i	50	0%	-1.4%	1
COc1cccc(C(=O)C(C#N)=C(SC)SC)c1	·	0.7%	0.6%	·	-9%	i	49	11%	·	·
CCc1cc(C=C(Cl)Cl)oc(=O)c1C	0%	0.4%	0.6%	-6%	24%	i	20	-1%	1.5%	1.1
COc1cc(OC)c(OC)cc1CN1CCC(O)CC1	·	0.8%	?	·	-14%	i	39	5%	·	·
COc1ccc(-n2nc(C(=O)NCC(=O)NC(C)C)c3ccccc3c2=O)cc1OC	·	0.4%	1.1%	·	·	i	55	·	-0.3%	·
C#CCOC(=O)c1ccccc1C(=O)O	-15%	-1.3%	0.0%	-18%	5%	i	57	4%	1.2%	1
CC(C)(C)NC(=O)C(c1cccs1)N(C(=O)c1csnn1)c1cccc(F)c1 (stereo not drawn)	3%	-1.7%	-0.9%	6%	12%	i	22	11%	-0.5%	1.1
CCCCN(C)C(=O)c1cn(CC)c2ccc(S(=O)(=O)N(C)C)cc2c1=O	8%	-2.6%	0.1%	-1%	1%	i	31	13%	0.8%	1
COc1ccc(C(=O)NCc2nnc(SCC(=O)Nc3ccccc3F)o2)cc1	3%	0.1%	0.5%	7%	2%	i	63	7%	1.8%	1.1
COCC(=O)Nc1ccc(S(=O)(=O)N2CCCC2)cc1	·	0.1%	0.4%	·	·	i	40	·	3.2%	·
C/C(=N\Nc1ccc(Cl)c(C(=O)O)c1)c1ccc(N2CCOCC2)cc1	·	1.4%	-0.3%	·	·	i	43	·	-0.8%	·
COc1ccc(S(=O)(=O)Nc2c(C)ccc3nsnc23)cc1OC	18%	0.5%	0.2%	22%	4%	i	60	11%	0.2%	1.1
Cc1ccc(NC(=O)CN(C)C(=O)COc2cccc3cccnc23)cc1	44µM*	-3.7%	-0.2%	73%*	20%	i	29	0%	1.5%	1
CC(=O)c1ccc(OCC(=O)N2CCCC(Nc3ccc(C)c(C)c3)C2)cc1 (stereo not drawn)	·	0.4%[50 µM]	-0.5%	·	·	i	59	·	-0.8%	·
CCOc1cc(C(=O)NC(=S)Nn2cnnc2)cc(OCC)c1OCC	-2%	-0.1%	0.7%	2%	10%	i	46	8%	0.1%	1.1
COc1ccc(C)cc1S(=O)(=O)Nc1ccncc1	6%	0.7%	0.1%	-12%	5%	i	20	6%	-0.3%	1
CCOC(=O)C1CCCN(c2nc3ccccc3nc2C(C#N)C(=O)OC(C)COC)C1 (stereo not drawn)	9%	2.2%	-0.2%	18%	7%	i	44	9%	4.6%	1
CCOc1ccc(/C=C\C(C)=N\O)cc1	8%	1.6%	-0.2%	12%	2%	i	23	3%	17%	1.1
O=C(CSc1nc2ncc(Cl)cc2[nH]1)c1ccc2c(c1)OCO2	·	·	-0.2%	·	8%	i	56	0%	1.7%	·
CC(C)Nc1nc(NC(C)C)nc(Nn2cnnc2)n1	1%	1.2%	0.2%	6%	-7%	i	57	1%	-0.9%	1.1
Cc1[nH]n(-c2ccccc2)c(=O)c1CCO	-16%	0.2%	0.4%	-5%	1%	i	35	3%	-0.8%	1.1
Cc1cc(OC(F)F)ccc1NC(=S)NC1CCCC1	·	0.9%[50 µM]	-0.6%	·	·	i	70	·	0.9%	·
COc1ccc(NC(=O)c2sc3nc(-c4cccnc4)ccc3c2N)cc1OC	·	0.6%	-0.2%	·	1%	i	20	2%	1.6%	·

Whole records from above. Screens in order: human PMI inhibitors	UTI89 phage lysis	West Nile antiviral	PMI inhibitors	P. falciparum M17LAP	T cell modulator	T cell modulator vesicle-bound %	M1AAP inhibition	RSV antiviral HEp-2	TNAP activation fold
Cc1ccc(NC(=O)CN(C)C(=O)COc2cccc3cccnc23)cc1 is entered as 44µM*	-3.7%	-0.2%	73%*	20%	i	29	0%	1.5%	1
C/C(=N\Nc1ccc(Cl)c(C(=O)O)c1)c1ccc(N2CCOCC2)cc1 is entered as ·	1.4%	-0.3%	·	·	i	43	·	-0.8%	·
COc1cccc(C(=O)C(C#N)=C(SC)SC)c1 is entered as ·	0.7%	0.6%	·	-9%	i	49	11%	·	·
CC(=O)c1ccc(OCC(=O)N2CCCC(Nc3ccc(C)c(C)c3)C2)cc1 (stereo not drawn) is entered as ·	0.4%[50 µM]	-0.5%	·	·	i	59	·	-0.8%	·
CCc1cc(C=C(Cl)Cl)oc(=O)c1C is entered as 0%	0.4%	0.6%	-6%	24%	i	20	-1%	1.5%	1.1

Records listed so far printed as active in PMI inhibitors.
SMILES | human PMI inhibitors | West Nile antiviral | PMI inhibitors | P. falciparum M17LAP | T cell modulator | T cell modulator vesicle-bound % | M1AAP inhibition | RSV antiviral HEp-2 | TNAP activation fold
Cc1ccc(NC(=O)CN(C)C(=O)COc2cccc3cccnc23)cc1 | 44µM* | -0.2% | 73%* | 20% | i | 29 | 0% | 1.5% | 1

(further entries)
SMILES	human PMI inhibitors	UTI89 phage lysis	West Nile antiviral	PMI inhibitors	P. falciparum M17LAP	T cell modulator	T cell modulator vesicle-bound %	M1AAP inhibition	RSV antiviral HEp-2	TNAP activation fold
Cn1c(=O)oc2cc(S(=O)(=O)N3CCCC(C(=O)Nc4ccccn4)C3)ccc21 (stereo not drawn)	-7%	0.2%	-0.2%	-8%	2%	i	43	-4%	3.2%	1
O=C(Nc1ccc2nc3n(c(=O)c2c1)CCCC3)c1cccc(F)c1	·	0.0%	0.2%	·	·	i	56	·	3.6%	·
O=C(CN(Cc1ccco1)C(=O)CNS(=O)(=O)c1ccc(F)cc1)NCc1ccc(F)cc1	-1%	3.6%	0.2%	0%	21%	i	44	-6%	-0.1%	1.1
CCCOc1ccc(/C=N/Nc2ccccc2[N+](=O)[O-])c(OCCC)c1	0%	1.3%	-0.7%	3%	9%	i	21	2%	21%	0.8
O=C(O)CCc1nc2ccccc2c(=O)[nH]1	·	0.4%	0.5%	·	-4%	i	63	-1%	3.9%	·
Cc1cc(C)cc(NC(=O)[C@H](NC(=O)[C@@H]2Cc3ccccc3CN2)c2ccccc2)c1	·	0.6%	-0.5%	·	·	i	20	·	2.2%	·
CC(C)c1ccccc1NC(=S)N1CCN(S(=O)(=O)c2cccs2)CC1	-2%	0.5%	-0.8%	2%	-3%	i	23	1%	-0.1%	1.1
Cc1ccc(CNC(=O)/C(C#N)=C\c2ccc(N(C)C)cc2)cc1	1%	·	-1.3%	0%	1%	i	40	7%	2.6%	0.9
COc1cc2[nH]c3ccccc3c2cc1C	·	-1.3%	0.2%	·	-9%	i	34	0%	3.4%	·
Cc1ccc(S(=O)(=O)N2CCN(C(=O)CCn3nc(C)c(C)c3C)CC2)cc1C	·	0.9%	-0.4%	·	·	i	45	·	0.5%	·
O=C(COC(=O)C1CC(=O)N(Cc2ccco2)C1)c1ccc(OC(=O)c2ccco2)cc1 (stereo not drawn)	-47%	0.2%	0.9%	-28%	22%	i	56	6%	3.8%	1.1
Cc1ccc(S(=O)(=O)/N=C(/Sc2ccccc2C(=O)O)c2ccccc2)cc1	·	0.2%	0.4%	·	·	i	31	·	0.0%	·
Cc1occc1C(=O)Nc1sc2c(c1C(N)=O)CCCCC2	9%	0.4%	0.0%	12%	55µM*	i	21	3%	18%	1.1
COc1cc(C(=O)O)c2ccccc2n1	-1%	0.1%	0.2%	-2%	·	i	56	·	-0.5%	1.1
Cc1cccc(C(=O)/C=C2/c3ccccc3CC(C)(C)N2C)c1	13%	1.6%	-0.7%	9%	21%	i	16	3%	0.5%	1
COc1ccccc1CNC(=O)CCCC(=O)n1ncc2cc(C)ccc21	·	7.1%	-0.6%	·	·	i	23	·	2.4%	·
CC(=O)c1ccccc1OC(=O)CCN1C(=O)c2ccccc2C1=O	-5%	0.0%	0.7%	-7%	-1%	i	55	-4%	0.2%	0.9
Cc1ccc(N2CCN(S(=O)(=O)N3CCCCCC3)CC2)cc1Cl	-10%	-0.2%	-0.6%	-9%	6%	i	8	1%	0.2%	1.1
CCOC(=O)c1c(NC(=O)CSc2nc3ccccc3c(=O)n2-c2ccc(F)cc2)sc(C(C)=O)c1C	0%	0.5%	0.3%	4%	-9%	i	50	-2%	2.6%	1.1
CC(=O)Nc1ccc(NC(=O)CSc2nc(C)nc3sc(C)c(C)c23)cc1	-7%	3.0%	-0.5%	-1%	1%	i	55	2%	3.1%	1.1
CC(C)c1ccc(C(C)NC(=O)C2CCCC2)cc1 (stereo not drawn)	·	2.5%	-1.2%	·	·	i	57	·	4.6%	·
CSCC[C@H](NC(=O)Nc1ccccc1C)C(=O)O	·	0.1%	-0.1%	·	11%	i	53	5%	-0.7%	·
COc1ccc(-n2c(SCC(=O)NCC3CCCO3)nc3c(c2=O)SCC3)cc1 (stereo not drawn)	·	1.7%[50 µM]	-0.3%	·	·	i	7	·	1.0%	·
Cc1ccc(CNC(=O)Cn2c(=O)oc3ccccc32)o1	4%	0.8%	0.0%	8%	-9%	i	35	3%	2.8%	1.1
CCCCCn1nc(C(=O)OCC(=O)c2c(N)n(C)c(=O)n(C)c2=O)c2ccccc2c1=O	6%	0.3%	0.2%	12%	8%	i	5	-1%	2.7%	1.1
O=C1CCc2cc(S(=O)(=O)NC(Cc3ccccc3)C(=O)NC3CCCCC3)ccc2N1 (stereo not drawn)	-9%	-1.3%	·	-9%	2%	i	42	-2%	-2.5%	0.9
CCOC(=O)C(=CNNc1c(C)csc1C(=O)OC)C(=O)OCC	·	0.9%	0.4%	·	5%	i	32	4%	0.6%	·
O=S(=O)(NCc1ccco1)c1ccc2c(c1)Cc1ccccc1-2	9%	2.2%	0.6%	14%	14%	i	27	13%	3.1%	1.1
CC(NCC(O)COc1ccc(S(=O)(=O)N2CCOCC2)cc1)c1ccccc1 (stereo not drawn)	-3%	0.6%	1.1%	-10%	-7%	i	32	4%	-1.1%	1
CCOC(=O)c1cc(-c2ccccc2)sc1NC(=O)CCN1C(=O)c2ccccc2C1=O	2%	4.2%	?	1%	14%	i	29	8%	1.7%	1.1
